Vif-A3G inh: qHTS for Inhibitors of Vif-A3G Interactions: qHTS | Potency, µM (titrated, usually from 46.1 µM), inactives show at the highest dose activity, negative = active, hits mostly inhibitors | HeLa A3G-eYFP + Vif (tagged APOBEC3G with the HIV-1 protein that degrades it), YFP fluorescence, overnight | actives 0.076% (n = 410,000);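 note: potency is the fitted concentration of half-maximal effect; % is set by controls: 0 for no effect and ±100 for the full control effect; nearly all actives have a fitted effect of over 60% in size; hits raise eYFP signal because A3G escapes Vif-driven loss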
Target sequence (Q9HC16 whole entry, looked up): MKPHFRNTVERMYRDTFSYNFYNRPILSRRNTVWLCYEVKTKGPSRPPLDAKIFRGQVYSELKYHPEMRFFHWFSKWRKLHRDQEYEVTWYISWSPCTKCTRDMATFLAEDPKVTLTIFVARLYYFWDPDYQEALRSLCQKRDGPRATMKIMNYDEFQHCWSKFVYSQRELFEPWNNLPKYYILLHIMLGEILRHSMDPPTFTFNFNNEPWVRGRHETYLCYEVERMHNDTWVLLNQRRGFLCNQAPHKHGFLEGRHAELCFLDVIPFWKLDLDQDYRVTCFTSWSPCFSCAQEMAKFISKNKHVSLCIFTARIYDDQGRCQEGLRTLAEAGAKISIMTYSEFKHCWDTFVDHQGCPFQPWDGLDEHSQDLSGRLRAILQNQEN
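HeLa cells stably expressing Vif and C-terminally eYFP-tagged A3G, seeded overnight at 37 deg C, then exposed to compound by pintool overnight at 37 deg C. Rise in yellow fluorescence (Ex 488/Em 500-530, Acumen) marks blocked Vif-driven A3G degradation.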
TrxR1 substrate: qHTS Assay for Substrates of Mammalian Selenoprotein Thioredoxin Reductase 1 (TrxR1): qHTS. Potency, µM (doses to about 114 µM), for inactives: at the top dose activity change, negative = substrate turnover. AID 588456, 2011. purified TrxR1 substrate turnover, NADPH consumption readout. actives 0.01% (n = 390,000). Thioredoxin reductase 1, cytoplasmic (Rattus norvegicus), O89049; note: potency is the fitted concentration of half-maximal effect; % is set by controls: 0 for no effect and ±100 for the full control effect; nearly all actives have a fitted effect of over 50% in size
Target sequence (O89049 whole entry, looked up): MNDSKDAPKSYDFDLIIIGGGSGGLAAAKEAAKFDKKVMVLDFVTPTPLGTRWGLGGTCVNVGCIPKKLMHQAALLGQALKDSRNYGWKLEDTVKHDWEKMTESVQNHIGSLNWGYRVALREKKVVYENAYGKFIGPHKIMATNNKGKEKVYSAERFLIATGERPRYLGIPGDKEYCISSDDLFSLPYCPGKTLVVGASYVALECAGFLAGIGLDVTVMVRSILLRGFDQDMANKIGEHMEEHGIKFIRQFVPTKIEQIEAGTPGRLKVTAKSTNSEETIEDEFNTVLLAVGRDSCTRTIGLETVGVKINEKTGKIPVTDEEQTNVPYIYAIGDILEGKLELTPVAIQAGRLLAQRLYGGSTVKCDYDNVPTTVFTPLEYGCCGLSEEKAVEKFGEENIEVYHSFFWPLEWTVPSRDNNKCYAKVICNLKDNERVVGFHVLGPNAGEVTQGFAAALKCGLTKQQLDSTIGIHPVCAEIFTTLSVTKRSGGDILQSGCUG
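Rat TrxR1, dispensed at 90 nM, was prereduced with 400 uM NADPH (final) for 5 min at ~22 deg C, then incubated with compound 15 min before 400 uM selenite. A first-read NADPH fluorescence drop versus no-compound background flagged substrates.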
USP1-UAF1 inh: Inhibitors of USP1/UAF1: Primary Screen | Ubiquitin carboxyl-terminal hydrolase 1 (Homo sapiens), O94782 | recombinant USP1/UAF1, Ub-Rhodamine cleavage fluorescence | Potency, µM (doses to about 57.1 µM), without a hit: top-dose activity change, negative = inhibition, actives largely listed as inhibitors | actives 0.23% (n = 390,000); note: potency is the fitted concentration of half-maximal effect; % is set by controls: 0 for no effect and ±100 for the full control effect; nearly all actives have a fitted effect of over 60% in size; inactives centre near -12
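High-throughput fluorogenic screen: 1nM USP1/UAF1 complex, Ub-Rho substrate 150nM final, 50mM HEPES pH 7.8 with 0.5mM EDTA, 0.1 mg/ml BSA, 1mM TCEP and 0.01% Tween-20.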
LDHA block: qHTS assay for inhibitors of human lactate dehydrogenase; activity change, % (values are at about 110 or 230 µM); purified LDHA, NADH/diaphorase-resazurin fluorescence; hits give low values; L-lactate dehydrogenase A chain (Homo sapiens), P00338; actives 0.15% (n = 480,000); AID 1347041, 2019; in the data active = activity change below about -30%; inconclusive = mostly about -25% to -30%;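 note: plate controls were DMSO wells for no effect and wells without enzyme for full effect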
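Resorufin fluorescence (ex540/em590), read at 0 and 20 min after diaphorase/resazurin addition, reports the NADH left after a 5 min room-temperature reaction of 2 nM human LDH5 with 0.06 mM NADH and 0.2 mM pyruvate.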
RGS4 inhibitor: Inhibitors of Regulator of G Protein Signaling (RGS) 4: qHTS; Regulator of G-protein signaling 4 (Homo sapiens), P49798; Transcreener GDP fluorescence polarization, RGS4-accelerated GTP hydrolysis; Potency, µM (titrated, usually from 114 µM), for the others: at the highest dose activity change, negative = inhibition, most hits filed as inhibitors; actives 0.039% (n = 390,000); AID 504845, 2011; note: potency is the fitted concentration of half-maximal effect; % is set by controls: 0 for no effect and ±100 for the full control effect; nearly all actives have a fitted effect of over 75% in size; some results filed as inactive show a strong effect at the top dose
Target sequence (P49798 whole entry, looked up): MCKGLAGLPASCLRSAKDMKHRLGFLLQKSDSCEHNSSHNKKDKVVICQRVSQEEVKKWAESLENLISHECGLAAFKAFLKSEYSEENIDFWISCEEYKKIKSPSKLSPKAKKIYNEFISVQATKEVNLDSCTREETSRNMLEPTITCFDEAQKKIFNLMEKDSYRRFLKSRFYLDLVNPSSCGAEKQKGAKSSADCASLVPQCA
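MLSMR compounds (23 nl, pin-transferred) preincubated 10 min at room temperature with a 500nM (2x) first reagent, then RGS4 at 900nM (2x) plus Transcreener GDP mix added; fluorescence polarization (620/688 nm) read before and after 90 min at 30 °C.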
rTrxR1 inhibitor: qHTS Assay for Inhibitors of Mammalian Selenoprotein Thioredoxin Reductase 1 (TrxR1): qHTS; recombinant rTrxR1, NADPH fluorescence consumption, selenite substrate; AID 588453, 2011; Thioredoxin reductase 1, cytoplasmic (Rattus norvegicus), O89049; actives 1% (n = 390,000); Potency, µM (series often up to 114 µM), without a hit: top-dose activity change, negative = inhibition, usual class: inhibitors; note: potency is the fitted concentration of half-maximal effect; % is set by controls: 0 for no effect and ±100 for the full control effect; nearly all actives have a fitted effect of over 65% in size
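Rat TrxR1 (90 nM in the dispensed reagent) was pre-reduced with 400 uM NADPH for 5 min at room temperature, then incubated with compound for 15 min. After 400 uM selenite was added, NADPH fluorescence (Ex 340/Em 450 nm) was followed for 8 min.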
IDH1 R132H inh: qHTS for Inhibitors of mutant isocitrate dehydrogenase 1 (IDH1): qHTS | IDH1-R132H enzyme, NADPH consumption, diaphorase/resazurin fluorescence | Potency, µM (series often up to 76.6 µM), for inactives: at the top dose activity change, negative = inhibition, most hits filed as inhibitors | actives 0.093% (n = 390,000) | AID 602179, 2012; note: potency is the fitted concentration of half-maximal effect; % is set by controls: 0 for no effect and ±100 for the full control effect; nearly all actives have a fitted effect of over 65% in size
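IDH1-R132H (0.5 ug/mL) preincubated 30 min with compound, then NADPH (0.016 mM) and alpha-KG (2 mM) added; 80 min at RT, pH 7.5. Remaining NADPH coupled via diaphorase/resazurin to fluorescence (540/590 nm); concentration-response curves normalized to no-enzyme control.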
GRP78 ERSR act: qHTS for Inducers of the Endoplasmic Reticulum Stress Response (ERSR) in Human Glioma: qHTS | U87-MG GRP78 promoter luciferase reporter, 16 h | Potency, µM, for inactives: at the top dose activation, most hits filed as activators | actives 0.02% (n = 420,000) | AID 602332, 2012; note: potency is the fitted concentration of half-maximal effect; series mostly up to about 76 µM; % of control where 0% means no effect; nearly all actives have a fitted effect of over 35% in size
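Stably transfected U87-MG human glioma cells carrying a GRP78-based luminescent sensor were seeded at 1000 cells/well, pin-dosed with compounds and incubated 16 h. Luciferase reagent was then added, and end-point luminescence was read after 10 min at room temperature.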
Vif-APOBEC3F blk: qHTS for Inhibitors of Vif-A3F Interactions: qHTS. HeLa A3F-eYFP + Vif (tagged APOBEC3F with the HIV-1 protein that degrades it), YFP fluorescence increase. actives 0.2% (n = 390,000). Potency, µM (series often up to 46.1 µM), inactives show top-dose activity, negative = active; note: potency is the fitted concentration of half-maximal effect; % of control where 0% means no effect; nearly all actives have a fitted effect of over 65% in size
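HeLa cells stably expressing A3F-eYFP plus Vif, plated and incubated overnight at 37 deg C, then exposed to compounds overnight at 37 deg C. Blocked degradation read as raised yellow fluorescence (Ex 488/Em 500-530).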
Starred values were filed as active, the others as inactive; ? = inconclusive; . = no result given; [ ] = dose if it differs, or a comment. Unless noted, calls come from the whole dose curve; as a rule, active = well fitted curve in the direction sought with a large enough effect; inconclusive = small, poorly fitted or top-dose-only effect, or another doubt; inactive = no such curve, though single readings can be large; an effect the other way counts as inactive or inconclusive. Some of the compounds tested (hit frequency here may not be typical).

SMILES	Vif-A3G inh	TrxR1 substrate	USP1-UAF1 inh	LDHA block	RGS4 inhibitor	rTrxR1 inhibitor	IDH1 R132H inh	GRP78 ERSR act	Vif-APOBEC3F blk
Cc1nc(SCC(=O)N2CCOCC2)c2c(C)c(C)sc2n1	-4%	4%	-11%	2	16%	11%	0%	0%	5%
Cc1ccc(C(=O)NC(=S)Nc2ccc3[nH]c(=O)[nH]c3c2)c(C)c1	-3%	3%	-21%	2	-34%	7%	12%	-4%	9%
Cc1ccc(CCNc2ncnc3onc(-c4ccc(F)cc4)c23)cc1	2%	4%	-12%	7	11%	14%	1%	-1%	3%
O=S(=O)(Nc1ccc(-c2ccc3nncn3n2)cc1)c1cccc(F)c1	-8%	-18%	-5%	-1	-1%	-17%	0%	-6%	-14%
Cc1ccccc1C(OCCN(C)C)C1CCCCC1 (stereo unspecified)	-5%	-11%	-21%	-10	-36%	-11%	4%	-4%	5%
CCOc1ccc(CNC(=O)c2ccc(CS(=O)Cc3ccc(Cl)cc3)o2)cc1 (stereo unspecified)	5%	-12%	-17%	0	-4%	1%	-7%	0%	2%
CC(=O)NC(CC(=O)OCC(=O)Nc1ccc2c(c1)OCO2)c1ccccc1 (stereo unspecified)	1%	-1%	-13%	1	-15%	5%	9%	-3%	5%
O=C(NC(CC1CCCCC1)C(=O)O)c1ccccc1 (stereo unspecified)	0%	-3%	14%	-6	-36%	6%	2%	-3%	3%
Cc1ccc(Cn2c(=N)c(C(=O)NCC3CCCO3)cc3c(=O)n4cccc(C)c4nc32)cc1 (stereo unspecified)	-1%	717%[activator]	-16%	1	-7%	155%[activator]	0%	-6%	2%
CCN(Cc1ccncc1)C(=O)c1cc(COc2ccc(OC)cc2Cl)on1	1%	9%	-9%	2	-42%	22%	6%	1%	2%
O=C(NNC(=O)c1ccccc1-c1ccccc1C(=O)O)c1ccccc1	-2%	2%[57.1 µM]	-15%	-4	-9%	6%[57.1 µM]	11%	0%	-8%
COc1ccc(NC(=O)NS(=O)(=O)c2ccc(C)cc2)c(OC)c1	1%	9%[57.1 µM]	-16%	14	-7%	16%	4%	-5%	6%
N#C/C(=C\c1ccc(OCc2ccc(C(=O)O)cc2)cc1)C(=O)N1CCOCC1	1%	-17%	-3%	-5	-6%	-18%	-8%	-15%	-4%
Cc1ccc(NS(=O)(=O)c2cc(C(=O)N3CCN(C)CC3)ccc2C)cc1C	1%	-8%	-18%	-3	6%	-3%	10%	-4%	-4%
Cc1ccc(C(=O)/C=C/N(C)C)o1	-9%	-9%	-28%	-5	2%	-4%	0%	2%	?
CCn1c(O)c2ccc(C(=O)N=NC(=O)c3cccnc3)cc2c1O	3%	7%	-13%	-6	-2%	28%	1%	1%	-7%
COc1ccc(CCNC(=O)Cn2c(=O)cc(C(F)(F)F)c3c(C)nn(C)c32)cc1OC	0%	-6%[57.1 µM]	-7%	-6	23%	-5%[57.1 µM]	-6%	-4%	0%
CCCCN(CCCC)c1nc2ccccc2nc1C(C#N)C(=O)NCCCOC (stereo unspecified)	-7%	4%	103%[activator]	1	-17%	40µM*	8%	-2%	?
Cn1c(C(=O)NC2CC2)cc(=O)n(C)c1=O	-1%	10%[57.1 µM]	-10%	1	-18%	10%[57.1 µM]	8%	-1%	-7%
CCN1C/C(=N\S(=O)(=O)/N=C2\CN(CC)C(=O)N2CC)N(CC)C1=O	2%	-3%	-12%	-2	9%	16%	-7%	-2%	1%
Cc1ccc2c(=O)cc(C(=O)Nc3sc4c(c3C(=O)NCc3cccnc3)CCCC4)oc2c1	-1%	8%	-15%	-1	3%	24%	0%	-3%	-6%
O=C(CN1CCOc2ccccc21)NCc1ccc(F)cc1	-1%	-1%[57.1 µM]	-23%	0	-22%	-9%[57.1 µM]	-5%	0%	1%
Cc1cnc(CN(C)Cc2c(C(=O)N3CCc4ccccc4C3)nc3ccc(Cl)cn23)[nH]1	2%	7%[57.1 µM]	-6%	-4	-17%	7%[57.1 µM]	-1%	-1%	-8%
Cc1ccc(C)c(OCC(=O)Nc2ccc(S(=O)(=O)Nc3onc(C)c3C)cc2)c1	0%	7%	-9%	-5	4%	12%	-4%	-4%	-11%
COc1cc(S(=O)(=O)N2CCN(C)CC2)c(OC)cc1Cl	-3%	0%[57.1 µM]	-3%	0	30%	4%[57.1 µM]	-6%	-1%	-8%
CSc1ccc(N2C(=O)NC3(CCCCC3)C2=O)cc1	-1%	2%	-4%	-12	3%	25%	6%	1%	-6%
CCN1CCCc2cc(CN(CCN3CCOCC3)C(=S)Nc3ccccc3C)ccc21	0%	-3%	-7%	1	36%[11.4 µM]	-14%	-12%	-4%	-4%
Cc1cc(C)n(-c2cccc3cccnc23)n1	-3%	1%	0%	-6	5%	14%	2%	-1%	0%
O=C(NC1CCCCC1)N1CCN(c2ccc([N+](=O)[O-])cc2)CC1	-1%	-5%	-22%	0	-10%	6%	-1%	-3%	3%
O=C(Nc1ccon1)C12CC3CC(C1)CC(n1cnc([N+](=O)[O-])n1)(C3)C2	1%	2%	-6%	2	15%	12%	6%	-4%	5%

7 of the compounds above, with two lines to a compound.
Values run as follows: Vif-A3G inh	TrxR1 substrate	USP1-UAF1 inh	LDHA block	RGS4 inhibitor	rTrxR1 inhibitor	IDH1 R132H inh	GRP78 ERSR act	Vif-APOBEC3F blk
Cc1ccc2c(=O)cc(C(=O)Nc3sc4c(c3C(=O)NCc3cccnc3)CCCC4)oc2c1
→ -1%	8%	-15%	-1	3%	24%	0%	-3%	-6%
O=C(CN1CCOc2ccccc21)NCc1ccc(F)cc1
→ -1%	-1%[57.1 µM]	-23%	0	-22%	-9%[57.1 µM]	-5%	0%	1%
Cc1cnc(CN(C)Cc2c(C(=O)N3CCc4ccccc4C3)nc3ccc(Cl)cn23)[nH]1
→ 2%	7%[57.1 µM]	-6%	-4	-17%	7%[57.1 µM]	-1%	-1%	-8%
Cc1ccc(C)c(OCC(=O)Nc2ccc(S(=O)(=O)Nc3onc(C)c3C)cc2)c1
→ 0%	7%	-9%	-5	4%	12%	-4%	-4%	-11%
COc1cc(S(=O)(=O)N2CCN(C)CC2)c(OC)cc1Cl
→ -3%	0%[57.1 µM]	-3%	0	30%	4%[57.1 µM]	-6%	-1%	-8%
CSc1ccc(N2C(=O)NC3(CCCCC3)C2=O)cc1
→ -1%	2%	-4%	-12	3%	25%	6%	1%	-6%
CCN1CCCc2cc(CN(CCN3CCOCC3)C(=S)Nc3ccccc3C)ccc21
→ 0%	-3%	-7%	1	36%[11.4 µM]	-14%	-12%	-4%	-4%

Following part.
SMILES	Vif-A3G inh	TrxR1 substrate	USP1-UAF1 inh	LDHA block	RGS4 inhibitor	rTrxR1 inhibitor	IDH1 R132H inh	GRP78 ERSR act	Vif-APOBEC3F blk
Nc1c(-c2nc(-c3ccc4c(c3)OCO4)cs2)c2ccccn2c1C(=O)c1ccccc1	.	-9%	-16%	-5	17%	-12%	.	.	.
Cc1c(C(=O)N2CCN(C(=O)c3ccccc3)CC2)oc2ccc(F)cc12	-15%	5%	-26%	-4	8%	10%	5%	-5%	2%
C[C@H]1CN([C@@H](C)CO)C(=O)CCCn2nncc2CO[C@@H]1CN(C)Cc1cccc(C(F)(F)F)c1	2%	.	7%	-12	.	.	3%	-6%	7%
N#CC1=C(N)NC(SCc2ccccc2)=C(C#N)C12CCCC2	?	-9%[57.1 µM]	-25%	1	?	-48%	-11%	-4%	-22%
COc1cccc(Cn2c(CNS(=O)(=O)c3ccc4c(c3)CCCC4)nc3cccnc32)c1	-1%	-4%[57.1 µM]	-9%	-7	-1%	16%[57.1 µM]	-1%	-4%	9%
Cc1ccccc1NC(=O)CCCN1C(=O)C2CC=CCC2C1=O (stereo unspecified)	-3%	7%	-19%	-5	37%	28%	0%	-2%	0%
COc1ccc(C(=O)Nc2cc(S(=O)(=O)N3CCCCC3)ccc2C)cc1	-6%	.	1%	0	.	.	-4%	0%	-2%
Cc1[nH]c2ccccc2c1C(=O)C(C)OC(=O)C1CCC1 (stereo unspecified)	-5%	-9%	-15%	-8	5%	-11%	4%	-2%	-7%
COCCN(CCOC)c1cc(C)c(C#N)c2nc3ccccc3n12	-2%	25%[57.1 µM]	-5%	0	-3%	23%[57.1 µM]	7%	-6%	3%
Cc1ccc(NC(=O)CCc2ccc(S(=O)(=O)N3CCOCC3)cc2)c(Cl)c1	1%	-2%	-1%	-6	15%	5%	-8%	2%	1%
